USP2a inh: qHTS Assay for Inhibitors of Ubiquitin-specific Protease USP2a Using CHOP2 as the Reporter; 330,000 compounds, 0.01% hits; Ubiquitin carboxyl-terminal hydrolase 2 (Homo sapiens), O75604; Potency, µM (highest dose often 38.3 µM), without a hit: at the highest dose activity change, negative = inhibition, usual class: inhibitors; USP2 core, Ub-CHOP2 coupled fluorogenic reporter, 485/531;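 also: potency is read from the fitted curve at half-maximal effect; plate controls were DMSO wells for no effect and full inhibition by NEM control for full effect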
Target sequence (O75604 whole entry, looked up): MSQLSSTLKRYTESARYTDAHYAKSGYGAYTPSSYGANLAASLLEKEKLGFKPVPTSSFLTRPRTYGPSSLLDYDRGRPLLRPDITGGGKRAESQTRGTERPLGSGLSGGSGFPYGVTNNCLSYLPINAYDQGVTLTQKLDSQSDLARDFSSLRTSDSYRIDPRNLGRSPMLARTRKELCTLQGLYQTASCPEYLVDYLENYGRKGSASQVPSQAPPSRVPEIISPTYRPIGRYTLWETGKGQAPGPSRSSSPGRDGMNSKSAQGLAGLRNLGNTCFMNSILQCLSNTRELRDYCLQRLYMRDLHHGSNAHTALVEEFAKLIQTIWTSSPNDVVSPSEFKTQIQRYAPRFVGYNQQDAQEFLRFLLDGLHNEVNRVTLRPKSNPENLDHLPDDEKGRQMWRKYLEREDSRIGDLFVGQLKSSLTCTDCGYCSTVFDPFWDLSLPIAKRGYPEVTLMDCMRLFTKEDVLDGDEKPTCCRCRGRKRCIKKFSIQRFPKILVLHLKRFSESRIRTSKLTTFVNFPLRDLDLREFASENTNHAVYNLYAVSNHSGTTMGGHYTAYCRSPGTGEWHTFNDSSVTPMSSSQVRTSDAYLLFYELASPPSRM
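Deubiquitinase activity read as fluorescence (485/531 nm) after Ub-CHOP2 cleavage activates the enterokinase reporter on its substrate; USP2 core 10nM, Ub-CHOP2 and substrate 25nM each, 30min compound preincubation then 60min RT; data normalized to NEM, curves fitted.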
GALK inhibitor: qHTS Assay for Inhibitors of Human Galactokinase (GALK) | P51570 | Purified GALK, Kinase-Glo residual ATP luminescence | Potency, µM (highest dose often 57.5 µM), without a hit: at the top dose activity change, negative = inhibition, actives largely listed as inhibitors | 270,000 compounds, 0.007% hits; also: potency is read from the fitted curve at half-maximal effect; % is scaled to controls: 0 for no effect and ±100 for the full control effect
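Quantitative HTS: GALK 5 nM, ATP 35 uM, galactose 100 uM, 1 h room temperature, then luciferase-based ATP detection.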
Giardia killer: Small Molecules that selectively kill Giardia lamblia: qHTS. Giardia lamblia trophozoite viability. activity change, % at 7.66 µM, hits read low. 340,000 compounds, 0.15% hits. AID 540267, 2011; in the data active = activity change below about -80%; inconclusive = between about -30% and that limit;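 also: parasites exposed to compound for two days anaerobically before the ATP read; % is scaled to controls: 0 for no effect and ±100 for the full control effect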
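Each well holds 100 Giardia trophozoites and compound. After two days (48 hrs) at 37 deg C in anaerobic conditions, ATP is quantified by luminescence.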
FBPA coupling cs: qHTS Assay for Inhibitors of Fructose-1,6-bisphosphate Aldolase from Giardia Lamblia: Coupling assay counterscreen; activity change, negative = inhibition, % at 58.2 µM, hits read low; coupling enzyme system counterscreen, AmpLite Red fluorescence; 290,000 compounds, 0.67% hits; AID 2472, 2010; in the data active = activity change below about -30%; also: % is scaled to controls: 0 for no effect and ±100 for the full control effect
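Coupling enzymes only (glyceraldehyde-3-phosphate) + compound, at 57.5 uM final, 10 min RT; add substrate/coupling/AmpLite Red mix, 20 min RT; fluorescence ex 525/em 598 nm. Actives flag coupling-system interference.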
B2AR arrestin: qHTS assay of beta-arrestin-biased ligands of beta2-adrenergic receptor; Beta-2 adrenergic receptor (Homo sapiens), P07550; beta-arrestin recruitment to beta2AR, cell-based reporter; Potency, µM (series often up to 46.1 µM), for inactives: at the highest dose activation, usual class: activators; 330,000 compounds, 0.02% hits; AID 492947, 2010;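 also: potency is read from the fitted curve at half-maximal effect; 0% = DMSO controls and full agonism = EC100 isoproterenol or metaproterenol; nearly all actives have a fitted effect of over 65% in size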
Target sequence (P07550 whole entry, looked up): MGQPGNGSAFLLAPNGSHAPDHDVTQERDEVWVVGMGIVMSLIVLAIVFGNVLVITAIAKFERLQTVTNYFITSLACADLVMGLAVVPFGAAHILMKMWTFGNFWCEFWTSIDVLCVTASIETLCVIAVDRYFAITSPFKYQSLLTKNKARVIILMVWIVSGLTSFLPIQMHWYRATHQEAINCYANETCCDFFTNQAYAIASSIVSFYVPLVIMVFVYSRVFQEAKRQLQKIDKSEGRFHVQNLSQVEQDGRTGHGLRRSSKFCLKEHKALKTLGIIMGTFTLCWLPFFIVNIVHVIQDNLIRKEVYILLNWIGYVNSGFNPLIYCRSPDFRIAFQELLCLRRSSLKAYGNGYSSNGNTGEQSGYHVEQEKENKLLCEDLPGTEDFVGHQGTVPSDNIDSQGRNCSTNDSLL
TRPV1 ag: HTS Assay for Compounds that Act as Agonists of the Vanilloid Receptor 1; Transient receptor potential cation channel subfamily V member 1 (Homo sapiens), Q8NER1; TRPV1-expressing cells, Fluo-8 calcium influx, agonist mode; activation, % at 8.33 µM; 320,000 compounds, 0.19% hits; AID 540275, 2011; in the data active = activation above about 80%; inconclusive = between about 30% and that limit; also: 0% is about no effect
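Cells expressing TRPV1 were dye-loaded with Fluo-8 and read kinetically: 10 s baseline, 3 min after compound (agonist portion), then 2 min after EC20 capsaicin (allosteric enhancer portion). Calcium-bound dye fluorescence at 480/520 nm.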
KCNH2 WT inh: qHTS for Inhibitors of KCHN2 3.1: Wildtype qHTS | 340,000 compounds, 0.37% hits | activity change, % at 1.84 µM | U2OS, BacMam KCNH2, thallium flux FluxOr; hits give low values | AID 720551, 2013 | Voltage-gated inwardly rectifying potassium channel KCNH2 (Homo sapiens), Q12809;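 active = maximum activity change below -70%; inconclusive = maximum activity change between -70% and -50%; inactive = maximum activity change above -50%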; also: % is scaled to controls: 0 for no effect and ±100 for the full control effect
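U2OS cells transduced with wild-type KCNH2 virus are loaded with FluxOr dye for 45 min, and thallium flux is measured in kinetic reads before and after stimulation buffer. Rate constants are normalized to DMSO controls.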
CXXC DNA block: qHTS Fluorescence Polarization Assay for Inhibitors of MLL CXXC domain - DNA interaction; MLL-CXXC / FITC-HOXA9 DNA fluorescence polarization; 290,000 compounds, 0.037% hits; Potency, µM (top dose mostly 115 µM), inactives show at the top dose activity change, negative = inhibition, actives largely listed as inhibitors; Histone-lysine N-methyltransferase 2A (Homo sapiens), Q03164; active = well fitted inhibition curve with a large enough effect in the polarisation, with a control signal flat, not every such curve was filed as active; inconclusive = small, poorly fitted or top-dose-only effect, or effect the other way, or a change in a side signal; inactive = no such curve, though single readings can be large or run the other way; the % refers to the polarisation; also: potency is read from the fitted curve at half-maximal effect
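Steps: dispense CXXC domain solution (7 uM) → pin compounds or unlabeled HOX-A9 DNA control → 5 min ambient → add FLSN-HOX-A9 solution (50 nM) → spin → 30 min ambient → fluorescence polarization. Tris pH 7.5/NaCl/DTT/BSA buffer.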
PKM2 act: qHTS Assay for Activators of Human Muscle isoform 2 Pyruvate Kinase. 260,000 compounds, 0.34% hits. AID 1631, 2009. Potency, µM (top dose mostly 57.5 µM), inactives show top-dose activation, actives largely listed as activators. Pyruvate kinase PKM (Homo sapiens), P14618. purified PKM2, Kinase-Glo ATP luminescence, activation; response scale: 0% is enzyme alone, no compound; also: potency is read from the fitted curve at half-maximal effect; % is scaled to controls: 0 for no effect and ±100 for the full control effect; nearly all actives have a fitted effect of over 55% in size
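Kinase-Glo luminescence reports ATP generated from ADP (0.1 mM) and PEP (0.5 mM) by purified hPK-M2 after 1 h at room temperature, pH 7.2 imidazole buffer; intermediate enzyme activity allows detecting inhibitors and activators.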
Menin-MLL TR inh: qHTS Assay for Inhibitors Targeting the Menin-MLL Interaction in MLL Related Leukemias: Competition With Texas Red Labeled MLL-derived Mutant Peptide. O00255. Menin + Texas Red MLL mutant peptide, fluorescence polarization. Potency, µM (titrated, usually from 61.6 µM), without a hit: at the top dose FP activity change, negative = inhibition, most hits filed as inhibitors. 270,000 compounds, 0.23% hits. AID 1768, 2009; active = well fitted inhibition curve with a large enough effect in the polarisation, with a control signal flat, not every such curve was filed as active; inconclusive = small, poorly fitted or top-dose-only effect, or effect the other way, or a change in a side signal; inactive = no such curve, though single readings can be large or run the other way; the % refers to the polarisation; also: potency is read from the fitted curve at half-maximal effect; % of control where 0% means no effect; many of its hits are not listed in these tables
KCNH2 3.1 inh: qHTS for Inhibitors of KCHN2 3.1: Mutant qHTS. Potassium voltage-gated channel subfamily H member 2, brain isoform KCNH2 3.1 (human). U2OS KCNH2 3.1, thallium flux FluxOr; hits give low values. activity change, % (tested at about 1.8 µM). 340,000 compounds, 0.95% hits;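 active = maximum activity change below -70%; inconclusive = maximum activity change from -70% to -50%; inactive = maximum activity change above -50%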;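 also: thallium influx rate constant from kinetic fluorescence after stimulation buffer; % is scaled to controls: 0 for no effect and ±100 for the full control effect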
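FluxOr-based Tl+ influx in U2OS cells transduced with KCNH2 3.1 virus; rate constants normalized to DMSO controls.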
Numbers without * were called inactive; ? = inconclusive; . = not tested or not shown; [ ] = dose if it differs, or a comment. Unless noted, calls follow the shape of the dose curve; as a rule, active = well fitted curve in the direction sought with a large enough effect; inconclusive = small, poorly fitted or top-dose-only effect, or another doubt; inactive = no such curve, though single readings can be large; an effect the other way counts as inactive or inconclusive. The list is partial; count on the stated rates, not on these rows.

SMILES	USP2a inh	GALK inhibitor	Giardia killer	FBPA coupling cs	B2AR arrestin	TRPV1 ag	KCNH2 WT inh	CXXC DNA block	PKM2 act	Menin-MLL TR inh	KCNH2 3.1 inh
c1ccc(-c2cn(-c3ccccc3)c3ncnc(NCCCN4CCOCC4)c23)cc1	-2%	-1%	-4	1	0.1%	24	-10	2%	4%	?	26
O=[N+]([O-])c1cc2c(c(CSc3ncccn3)c1)OCOC2	1%	10%	-7	0	-1.0%	-2	-8	-5%	0%	-14%	7
O=C(COC(=O)C12CC3CC(CC(O)(C3)C1)C2)Nc1cccc(Br)c1	0%	.	-18	.	-0.4%	3	-12	.	.	.	-10
N#CC1=C(N)Oc2cc(N)ccc2C1c1ccsc1 (stereo not given)	2%	-3%	-27	-2	-0.3%	1	-5	12%	2%	3%	-12
CC(C)OC(=O)c1nnc(Cc2ccc(F)cc2)o1	1%	0%	6	-4	0.1%	.	-6	-7%	-27%	10%[11.7 µM]	-4
COc1ccc(/C=C(\NC(=O)c2ccc(OC)cc2)C(=O)NC(CCSC)C(=O)O)cc1 (stereo not given)	-1%	-3%	-5	-2	-0.6%	0	-1	2%	-1%	-4%	7
CN1OC(Cn2cc(C#N)c(=O)n(C)c2=O)CC1c1ccccc1 (stereo not given)	1%	5%	18	1	0.2%	-4	-3	4%	-1%	11%	15
O=c1c2cccc3c2c(nn1-c1ccccc1)-c1ccccc1-3	2%	1%	10	-2	-0.1%	-6	-2	14%	0%	-3%	-15
CN1CCN(Cc2ccc(-c3ccc(Cl)cc3)o2)CC1	-1%	-2%	-3	-3	-1.0%	-1	5	4%	2%	?	-6
N#CCCNc1c(Cl)cc(Cl)cc1C(=O)O	1%	.	6	1	-0.8%	0	4	9%	5%	0%	2
CC(=O)N1c2ccc(S(=O)(=O)N3c4ccccc4CC3C)cc2CC1C (stereo not given)	-1%	-2%	13	2	0.3%	9	-7	2%	.	1%	4
COc1cccc(CN2CCCC(C(=O)N3CCCCC3)C2)c1 (stereo not given)	-2%	-2%	-1	0	0.0%	2	16	?	.	-7%	-6
Cc1c(C(=O)NN)sc(=S)n1C	-4%	-1%	-22	-12	-0.1%	-9	0	1%	11%	.	-9
O=[N+]([O-])c1cccc(/C=N/n2c(C3CCCCC3)n[nH]c2=S)c1	-1%	-8%	8	3	-1.0%	1	1	?	4%	12%	12
O=C(O)[C@H]1CCCN1S(=O)(=O)c1cccc2cccnc12	0%	.	1	.	-0.1%	-2	11	.	.	.	10
Cc1cc(C(=O)NCc2cccc(Cl)c2)c2ccccc2n1	1%	14%	-13	0	-1.6%	1	3	13%	3%	?	1
CCc1nnc(NC(=O)C(NC(=O)c2ccccc2Cl)C(C)C)s1 (stereo not given)	0%	1%	4	-4	0.6%	-1	1	4%	0%	-9%	-6
CC(=O)Nc1nonc1-c1nc2ccccc2n1CCC#N	3%	5%	-7	6	0.2%	-3	-1	-12%	-4%	5%	-3
Cc1cc(C)cc(N(CC(=O)NCc2cccnc2)S(C)(=O)=O)c1	3%	3%	12	2	0.3%	0	-12	-5%	-1%	-14%	0
CCC(COC(=O)c1ccccc1)Oc1cc(NCc2ccccc2)c2ncn(C(C)C)c2c1 (stereo not given)	-4%	.	13	.	-0.3%	.	-15	.	.	.	-18
CC(=O)C[C@@H](O)CC(=O)[C@@H]1OC(=O)[C@H](C)C/C=C\Cc2ccccc21	0%	.	-17	.	0.3%	.	-16	.	.	.	9
NS(=O)(=O)c1ccc(Oc2ccc(S(N)(=O)=O)cc2)cc1	4%	0%	-11	0	0.1%	-2	-12	21%	-1%	6%	10
CC(C)(C)OC(=O)Nc1ncnc2c1ncn2C1OC(CO)C2OC(C)(C)OC21 (stereo not given)	7%	0%	14	1	0.6%	-1	5	-8%	-1%	.	17
O=C(N/N=C/c1coc2ccccc2c1=O)c1cc2ccccc2o1	4%	.	-13	2	-0.2%	3	0	3%	5%	7%	-6
O=S(=O)(c1ccc2ccccc2c1)N1CCC(c2nc(-c3ccncc3)no2)CC1	1%	0%	18	3	-1.0%	1	-5	-1%	6%	11%	6
CC(C)CNC(=S)N1CCC(NC(=O)C23CC4CC(CC(C4)C2)C3)CC1	0%	0%	-7	3	-0.4%	3	-1	7%	-5%	14%	-1
Cc1cc(C)n(-c2ccc(C(=O)O)cc2)n1	-5%	3%	3	9	0.0%	2	-1	-4%	-8%	-6%	-3
Cc1cc(C)n(CC(O)COc2ccccc2C(=O)Nc2ccccc2)n1 (stereo not given)	-1%	-1%	6	-1	-0.8%	9	1	2%	-11%	-7%	4
CC(C)(C)c1cc[n+](-c2[nH]c(=O)sc2/C=N/N=C(\[O-])c2cccnc2)cc1	4%	-10%	6	2	0.0%	-1	40	9%	.	-31%	14
O=C1c2ccccc2C(=O)N1Cc1nc(-c2ccccc2)no1	5%	0%	2	0	0.5%	5	1	-13%	-2%	10%	-13
Nc1nc(NCCCN2CCOCC2)nc(Nc2ccccc2F)c1[N+](=O)[O-]	4%	-2%	-10	0	0.1%	1	3	3%	-3%	.	4
CC(C)C(c1nnnn1Cc1ccc(F)cc1)N1CCN(C2CCCCC2)CC1 (stereo not given)	4%	0%	-16	1	-0.4%	6	34	7%	-3%	?	-28
Cc1ccc(C(=S)N2CCN(Cc3ccccc3)CC2)cc1	3%	8%	-11	2	-0.3%	15	-14	-17%	-19%	4%	32
Cc1noc(C)c1C(=O)N1CCCC1	1%	1%	0	3	-0.3%	-5	-5	10%	-4%	0%	19
Cc1ccc(S(=O)(=O)c2nc(-c3ccc(F)cc3)oc2SCC(N)=O)cc1	2%	0%	0	4	-0.5%	-2	-7	6%	5%	18%	-5
CCOC(=O)C1CCN(C(=O)C2CCN(c3nc4ccc(OC)cc4s3)CC2)CC1	0%	-1%	-22	0	0.0%	16	5	6%	3%	-4%	-1
CCOC(=O)CNC(=O)C(=O)c1c(O)[nH]c2ccccc12	0%	-3%	2	1	0.0%	1	0	1%	-3%	-4%	23

Gathered by group, those above containing two or more sulfur atoms
SMILES	USP2a inh	GALK inhibitor	Giardia killer	FBPA coupling cs	B2AR arrestin	TRPV1 ag	KCNH2 WT inh	CXXC DNA block	PKM2 act	Menin-MLL TR inh	KCNH2 3.1 inh
Cc1c(C(=O)NN)sc(=S)n1C	-4%	-1%	-22	-12	-0.1%	-9	0	1%	11%	.	-9
NS(=O)(=O)c1ccc(Oc2ccc(S(N)(=O)=O)cc2)cc1	4%	0%	-11	0	0.1%	-2	-12	21%	-1%	6%	10
Cc1ccc(S(=O)(=O)c2nc(-c3ccc(F)cc3)oc2SCC(N)=O)cc1	2%	0%	0	4	-0.5%	-2	-7	6%	5%	18%	-5

Reprinted from the listing, three compounds:
SMILES	USP2a inh	GALK inhibitor	Giardia killer	FBPA coupling cs	B2AR arrestin	TRPV1 ag	KCNH2 WT inh	CXXC DNA block	PKM2 act	Menin-MLL TR inh	KCNH2 3.1 inh
Nc1nc(NCCCN2CCOCC2)nc(Nc2ccccc2F)c1[N+](=O)[O-]	4%	-2%	-10	0	0.1%	1	3	3%	-3%	.	4
CC(C)C(c1nnnn1Cc1ccc(F)cc1)N1CCN(C2CCCCC2)CC1 (stereo not given)	4%	0%	-16	1	-0.4%	6	34	7%	-3%	?	-28
Cc1ccc(C(=S)N2CCN(Cc3ccccc3)CC2)cc1	3%	8%	-11	2	-0.3%	15	-14	-17%	-19%	4%	32

Bioassay records deposited in PubChem BioAssay by National Center for Advancing Translational Sciences (NCATS).
